# High-throughput results from PubChem BioAssay.
# HPDE-C7K KRASV12 – cytotoxicity in KRAS-transformed pancreatic duct cells, primary screen, cell-based, fluorescence, HTS (AID 431); HPDE-C7K KRASV12 cells, Alamar Blue viability, 48 h; higher % means a stronger effect; cytotoxicity, % at 10 µM, or EC50 in µM where a hit was titrated; 63,000 tested, 1.7% active;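 active means compounds whose percent cytotoxicity in the single-dose primary screen, scaled between solvent and toxic-drug controls, exceeds 50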;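 further: 0% = DMSO solvent wells and 100% = doxorubicin-treated wells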
# DPM-DC inhibit – S. pneumoniae DPM-DC inhibitors, primary screen, biochemical, PK/LDH-coupled NADH fluorescence; purified DPM-DC; calls only at 10 µM; diphosphomevalonate decarboxylase (Streptococcus pneumoniae D39); 65,000 tested, 0.49% active;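 active means the 320 compounds with the highest percent inhibition in the single-dose primary screen, excluding strongly autofluorescent ones, cut at about 32% in these data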;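 further: kinetic rate of NADH fluorescence loss reporting ADP formed by the decarboxylase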
# Spn PMK inh – S. pneumoniae PMK inhibitors, primary screen, biochemical, mevalonate pathway, pilot trial included; phosphomevalonate kinase (Streptococcus pneumoniae D39); purified PMK, PK/LDH-coupled NADH absorbance 340 nm; inhibition, % at 10 µM; 65,000 tested, 0.49% active; AID 539, 2006;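 active means top-ranked compounds by inhibition in the single 10 µM screen, taking a fixed number of the strongest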;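 further: 0% = full reaction with DMSO carrier and 100% = background rate without enzyme reaction; no value below 0 was filed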
# Bfl-1 displacement – Bfl-1 inhibitors, primary screen, biochemical, fluorescence polarization, FITC-Bid, mouse (AID 432); 64,000 tested, 0.02% active; FITC-Bid BH3 peptide fluorescence polarization displacement; higher % means a stronger effect; displacement, % at 20 µM, or IC50 in µM where a hit was titrated; in the data active means a potency from the dose series; inactive means the rest, 99 in 100 with displacement below about 15%; further: strong numbers were not always called active
# HPDE-C7 cytotoxicity – cytotoxicity in HPDE-C7 cells, cell-based, fluorescence, HTS (AID 430). HPDE-C7 pancreatic duct cells viability, fluorescence; higher % means a stronger effect. cytotoxicity, % at 10 µM, or EC50 in µM where a hit was titrated. 63,000 tested, 1.8% active;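 further: cells exposed to compound for 48 hours before viability readout; 0% = vehicle and 100% = reference cytotoxic drug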
# Spn MK inh – S. pneumoniae MK inhibitors, primary screen, biochemical, PK/LDH-coupled NADH absorbance | purified MK, PK/LDH-coupled NADH absorbance 340 nm | inhibition, % at 10 µM | 65,000 tested, 0.48% active | AID 555, 2006;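 active means ranked among the strongest by inhibition in the single 10 µM screen, a fixed top-ranked set picked for dose follow-up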; further: no value below 0 was filed
# HT1080 viability – cytotoxicity in HT1080 fibrosarcoma cells, cell-based, fluorescence readout (AID 620); HT1080 viability, fluorescence; higher % means a stronger effect; cytotoxicity, % at 10 µM, or EC50 in µM where a hit was titrated; 87,000 tested, 0.42% active;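 further: cells exposed to compound overnight then 4 h with Alamar Blue; 0% = vehicle DMSO and 100% = killing control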
# LYP phosphatase – LYP phosphatase inhibitors, primary screen, biochemical, DiFMUP fluorescence, recombinant catalytic domain, 10 µM (AID 606); Tyrosine-protein phosphatase non-receptor type 22 (Homo sapiens); recombinant LYP catalytic domain, DiFMUP fluorescence; higher % means a stronger effect; inhibition, % at 10 µM, or IC50 in µM where a hit was titrated; 52,000 tested, under 10 active;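 active means IC50 under 40 µM in the dose-response test; inactive means IC50 of 40 µM or more, or never dose-tested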
# TNAP inhibition – human TNAP enzyme inhibitors, biochemical, luminescent (AID 518); purified TNAP enzyme, luminescent substrate readout; higher % means a stronger effect; one-dose inhibition, % at 20 µM; IC50 in µM for titrated hits; 64,000 tested, 0.09% active; in the data active means a potency from the dose series; inactive means the rest, 99 in 100 with inhibition below about 22%;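 further: plate controls were vehicle for no effect and reference inhibitor for full effect; many of its hits are not listed in these tables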
# Spn PMK inh pilot replicates – second read-out of Spn PMK inh, no call of its own (marks repeat the call); inhibition, %; measured here: pilot screen replicates
# Spn MK inh pilot replicates – further read-out of Spn MK inh, marked with its call; inhibition, %; measured here: pilot screen replicates
# DPM-DC inhibit pilot screen % – further read-out of DPM-DC inhibit, marked with its call; inhibition, %; measured here: pilot screen trials
# An asterisk follows results filed as active; i = inactive; . = not tested or not shown. Unless noted, no stated cut-off is given here; in the data, active means cytotoxicity above about 50%; inactive means the rest.
SMILES,HPDE-C7K KRASV12,DPM-DC inhibit,Spn PMK inh,Bfl-1 displacement,HPDE-C7 cytotoxicity,Spn MK inh,HT1080 viability,LYP phosphatase,TNAP inhibition,others
CCOC(=O)c1nn(-c2ccc3c(c2)CCN3C(C)=O)cc1O,4%,.,0,1%,-4%,6,0%,-6%,6%,
CCS(=O)(=O)n1nc(-c2ccc(C)cc2)nc1N,11%,i,9,-9%,10%,6,1%,-2%,7%,
O=c1c2ccccc2ncn1Cc1nc2ccccc2s1,-18%,i,0,-4%,-23%,7,8%,12%,3%,
COc1cc(C(=S)N(C)C)ccc1O,-12%,i,7,-7%,-6%,6,5%,10%,6%,
COCCn1cc(C(=O)N2CCCC(C)C2)c2c3ccccc3n(C)c2c1=O (stereo not given),-12%,.,12,-5%,-14%,8,1%,8%,6%,
COCCCn1c(SCC(=O)N2CCCC(C)C2)nnc1-c1ccco1 (stereo not given),-1%,i,21,1%,2%,8,11%,4%,4%,
O=C(c1ccc2c(c1)OCO2)N1CCc2ccccc2C1,-6%,i,14,-2%,-5%,13,-1%,19%,22%,
CC(C)(O)C#CC#CCN1CCOCC1,-6%,i,6,-8%,-9%,7,-1%,.,15%,
Cc1cc(=O)[nH]c(SCC(=O)c2ccccc2)c1C#N,32%,i,7,2%,15%,8,34%,2%,11%,
Cc1nn(-c2cc(N3CCCCC3)ccc2N)c(=O)c2ccccc12,.,i,6,.,.,6,-2%,9%,.,
COc1ccc(NC(=O)CSc2nccn2-c2cccc(OC)c2)cc1,-18%,i,7,1%,-29%,0,9%,3%,7%,
O=C(COC(=O)c1ccc(=O)n(Cc2ccccc2)n1)Nc1ccc2c(c1)OCCO2,8%,i,8,-7%,-10%,3,-2%,4%,8%,
C=CC(=C)CC(NC)c1ccccc1 (stereo not given),8%,i,12,27%,-4%,0,.,.,8%,
CCOC(=O)c1nc(S(C)(=O)=O)ncc1N1CCOCC1,-2%,i,21,-1%,-5%,0,-1%,-3%,7%,
COCCNC(=O)c1ccc(N2CCCCC2)c(NS(=O)(=O)c2ccc(C)cc2)c1,2%,i,14,1%,0%,1,1%,-8%,11%,
O=C(NC1CCN(Cc2ccccc2)CC1)C1CCN(S(=O)(=O)c2cccc3nsnc23)CC1,-5%,i,20,8%,-17%,7,-2%,-5%,5%,
O=C(NCc1ccco1)c1c[nH]c2ccc(S(=O)(=O)N3CCOCC3)cc2c1=O,-13%,.,15,-2%,-19%,0,2%,3%,4%,
O=C(NCc1ccco1)C1CCCCN1S(=O)(=O)c1ccc(F)cc1 (stereo not given),-9%,i,15,-1%,-4%,0,21%,8%,8%,
Cc1ccc(C(=O)/C=C/Nc2ccccc2C(N)=O)o1,6%,i,0,-12%,8%,1,15%,10%,12%,
CCc1ccccc1N(C)C(=O)CCc1nc(-c2ccc(C)cc2)no1,-8%,i,8,4%,-3%,8,-2%,10%,8%,

# Entries shown so far that have an aryl methoxy group, in the order listed:
SMILES,HPDE-C7K KRASV12,DPM-DC inhibit,Spn PMK inh,Bfl-1 displacement,HPDE-C7 cytotoxicity,Spn MK inh,HT1080 viability,LYP phosphatase,TNAP inhibition,others
COc1cc(C(=S)N(C)C)ccc1O,-12%,i,7,-7%,-6%,6,5%,10%,6%,
COc1ccc(NC(=O)CSc2nccn2-c2cccc(OC)c2)cc1,-18%,i,7,1%,-29%,0,9%,3%,7%,

# Continuation.
SMILES,HPDE-C7K KRASV12,DPM-DC inhibit,Spn PMK inh,Bfl-1 displacement,HPDE-C7 cytotoxicity,Spn MK inh,HT1080 viability,LYP phosphatase,TNAP inhibition,others
O=c1[nH]c(SCc2ccccc2Cl)nc2c1cnn2-c1ccccc1,-4%,i,10,-1%,5%,13,-2%,7%,9%,
O=C1NCCN1Cc1cccc(Cl)c1,-6%,i,20,-12%,2%,0,0%,.,7%,
Cc1nnc2n(-c3ccc(Cl)cc3)c(=O)c3c4c(sc3n12)CN(C)CC4,1%,i,15,0%,-32%,0,.,5%,8%,Spn PMK inh pilot replicates=2.0;Spn MK inh pilot replicates=1.0;DPM-DC inhibit pilot screen %=5.0
CCN1CCN(C(c2cccs2)C(C)NC(=O)c2cccc(OC)c2OC)CC1 (stereo not given),4%,i,17,2%,-3%,0,3%,-13%,5%,
N/C(COc1ccc(C(=O)O)cc1)=N\O,-10%,i,8,1%,-6%,8,-3%,.,10%,
Cc1nc2ccccn2c1/C(O)=C1\C(=O)C(=O)N(CCN2CCOCC2)C1c1cccs1 (stereo not given),-6%,i,12,-1%,-34%,4,5%,-4%,16%,Spn PMK inh pilot replicates=2.0;Spn MK inh pilot replicates=0.0;DPM-DC inhibit pilot screen %=1.0
C=CCOC(=O)C1=C(C)NC(C)=C(C(=O)OCC=C)C1c1ccc(O)cc1,1%,i,0,-2%,-6%,2,2%,7%,-1%,
COc1cc(S(=O)(=O)N2CCN(C(=O)c3ccccc3F)CC2)c(OC)cc1NC(C)=O,-11%,i,11,-2%,-2%,3,12%,.,8%,
CC(=O)c1sc2nc(SCC(=O)N3CCCCC3)[nH]c(=O)c2c1C,0%,i,0,-14%,-8%,0,-4%,7%,4%,
O=C(NCC(=O)N(c1ccccc1)C(C(=O)NCC1CCCO1)c1ccccc1)c1ccco1 (stereo not given),-3%,i,12,-7%,12%,0,-2%,2%,1%,
Cn1c(C(=O)NCCc2c[nH]c3ccccc23)cc2sccc21,7%,i,4,0%,-1%,1,17%,8%,13%,
Clc1cccc(-c2nnc3sc(-c4ccccc4)nn23)c1,1%,i,3,-9%,-4%,6,-2%,9%,14%,Spn PMK inh pilot replicates=1.5;Spn MK inh pilot replicates=1.0;DPM-DC inhibit pilot screen %=0.0
O=C(c1cnc2n(c1=O)CCS2)N(C1CCCCC1)C1CCCCC1,0%,i,10,0%,3%,12,1%,11%,17%,Spn PMK inh pilot replicates=3.0;Spn MK inh pilot replicates=2.0;DPM-DC inhibit pilot screen %=1.5
CC(C)C(NC(=O)c1ccccc1)C(=O)NC1=NCCS1 (stereo not given),8%,i,0,-2%,4%,8,2%,6%,11%,
CCOC(=O)C1=C(C)N(C)C(=O)NC1c1cccc(O)c1 (stereo not given),0%,i,10,4%,-30%,3,6%,12%,12%,Spn PMK inh pilot replicates=1.0;Spn MK inh pilot replicates=0.0;DPM-DC inhibit pilot screen %=0.0
COCCNc1nc2c(c(=O)n(C)c(=O)n2C)n1Cc1cccc(C)c1,-9%,i,22,1%,7%,0,6%,.,11%,
CCOC(=O)C1CCN(c2ncnc3c2oc2ccc(Br)cc23)CC1,-6%,i,4,-8%,-7%,11,16%,0%,18%,
Cc1ccc(-c2nnn(CC(=O)N(Cc3ccccc3)C(C(=O)NC(C)(C)C)c3ccncc3)n2)o1 (stereo not given),2%,i,17,-14%,-1%,4,4%,.,2%,
O=C(NCC(=O)N(c1cccc(F)c1)C(C(=O)NCC1CCCO1)c1ccccc1)c1ccco1 (stereo not given),4%,i,15,-11%,-2%,9,2%,11%,6%,
Clc1ccc(CSc2nnc(-c3cccnc3)n2Cc2ccco2)c(Cl)c1,.,i,0,-7%,.,6,4%,-5%,7%,
CCOc1ccccc1OCCCC(=O)N1CCN(S(=O)(=O)c2cccc(F)c2)CC1,1%,i,21,-7%,5%,11,-1%,11%,2%,
CCOC(=O)c1[nH]c2ccc(OC)cc2c1NC(=O)CCN1CCCC(C)C1 (stereo not given),2%,.,0,-3%,-10%,.,10%,.,9%,
O=C(CN(C(=O)CNC(=O)c1ccco1)c1ccc(Cl)c(Cl)c1)NC1CCCCC1,11%,i,11,-4%,0%,15,29%,23%,6%,
Cn1c(NCCCO)nc2c(c1=O)C1(CCCCC1)Cc1ccccc1-2,52%*,.,11,1%,54%*,7,8%,-2%,8%,
CCOC(=O)c1cccc(NC(=O)c2cc3sccc3n2C)c1,21%,i,13,1%,13%,6,-4%,.,10%,
O=C(CSc1nc2ccc(Cl)cc2[nH]1)NCc1ccco1,-15%,i,20,3%,-4%,1,-2%,-3%,20%,Spn PMK inh pilot replicates=3.0;Spn MK inh pilot replicates=1.5;DPM-DC inhibit pilot screen %=0.0
O=C(CN1CCC2(CC1)OCCO2)c1ccc2cc[nH]c2c1,6%,i,13,5%,5%,0,2%,0%,1%,
COc1cccc(C(=O)N(Cc2cc3cc(C)ccc3[nH]c2=O)CC2CCCO2)c1 (stereo not given),-14%,i,9,-4%,2%,7,-2%,7%,0%,
Cc1cc(NC(=O)c2ccccc2F)n(-c2nc3ccccc3[nH]2)n1,2%,i,5,4%,6%,0,21%,8%,4%,
CC(=O)Nc1nc2c(F)cccc2s1,8%,i,12,-3%,10%,6,2%,2%,7%,
Cc1ccc(S(=O)(=O)N2CCN(C(=O)N3CCOCC3)C2c2ccc(N(C)C)cc2)cc1 (stereo not given),17%,i,14,1%,8%,0,-3%,.,16%,Spn PMK inh pilot replicates=7.0;Spn MK inh pilot replicates=1.0;DPM-DC inhibit pilot screen %=0.0
Cc1c(C)[n+](=O)c2c(n1[O-])CCC2,-22%,i,9,-4%,-13%,0,15%,-9%,0%,
CC(=O)C1=C(C)NC(SCC(=O)c2ccc(Cl)c(Cl)c2)=C(C#N)C1c1ccco1 (stereo not given),77%*,i,0,2%,76%*,27,-15%,2%,17%,
CC(=O)N1CCN(c2ccc(NC(=O)COc3ccc(Cl)cc3Cl)cc2)CC1,-17%,i,20,-7%,-12%,0,-5%,.,11%,
COc1ccccc1-c1noc(-c2cccnc2)n1,9%,i,9,-4%,-5%,10,30%,-8%,6%,Spn PMK inh pilot replicates=3.0;Spn MK inh pilot replicates=1.5;DPM-DC inhibit pilot screen %=0.5
CCOC(=O)c1ccc(N2C(=O)CC(Sc3nnc(C)s3)C2=O)cc1 (stereo not given),-5%,i,2,-10%,9%,17,16%,14%,13%,Spn PMK inh pilot replicates=3.0;Spn MK inh pilot replicates=1.5;DPM-DC inhibit pilot screen %=2.5
Oc1c(C=NCc2ccncc2)sc2ccccc12,27%,i,2,1%,24%,2,0%,.,17%,
CCOc1ccccc1C(=O)NCCCn1ccnc1,3%,i,7,0%,0%,9,0%,2%,18%,Spn PMK inh pilot replicates=2.5;Spn MK inh pilot replicates=0.0;DPM-DC inhibit pilot screen %=0.0
O=c1c2cnn(-c3ccc(F)cc3)c2ncn1Cc1ccccn1,0%,i,2,0%,-1%,2,17%,16%,8%,
O=C(Nc1ccccc1N1CCN(C(=O)c2ccc(Cl)cc2)CC1)c1cccnc1,-20%,i,14,0%,-14%,10,31%,1%,14%,
N#Cc1cnn(Cc2ccc(Cl)cc2)c1N,-6%,i,0,-6%,-17%,18,6%,0%,16%,Spn PMK inh pilot replicates=5.0;Spn MK inh pilot replicates=0.0;DPM-DC inhibit pilot screen %=0.0
CC(C)C(=O)N(c1ccc2oc(=O)sc2c1)S(=O)(=O)c1cccs1,2%,i,15,-2%,4%,0,-2%,.,10%,
